# Giardia killer: kills Giardia lamblia; activity change, % at 7.66 µM, hits read low; 340,000 tested, 0.15% active; Giardia lamblia trophozoite viability; AID 540267; in the data active = activity change below about -80%; inconclusive = between about -30% and that limit;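 note: parasites exposed to compound for two days anaerobically before the ATP read; % is set by controls: 0 for no effect and ±100 for the full control effect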
#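 Compounds were tested on trophozoites seeded at 100 cells/well and held 48 hrs at 37 deg C anaerobically. An ATP-based luminescent kit measured the remaining live cells.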
# VP16 counter: counter-screen for ROR gamma inhibitors: Gal4-VP16 reporter; Drosophila S2 Gal4-VP16 UAS-luciferase, luminescence, 20 h; Potency, µM (series often up to 53.6 µM), for inactives: at the top dose activity, negative = inhibition, most hits filed as inhibitors; 310,000 tested, 3.5% active; AID 2546;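 note: Gal4-VP16 expression switched on by copper sulfate through the metallothionein promoter; potency is the fitted concentration of half-maximal effect; % is set by controls: 0 for no effect and ±100 for the full control effect; nearly all actives have a fitted effect of over 50% in size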
# p53 reactivator: mutant p53 re-activation in reporter cells. H1299 p53-A138V BP100-luciferase reporter, luminescence, 24 h. Potency, µM (titrated, usually from 92.2 µM), for inactives: top-dose activity change, positive = activation, actives largely listed as activators. 320,000 tested, 0.063% active. AID 504706; note: potency is the fitted concentration of half-maximal effect; % of control where 0% means no effect; nearly all actives have a fitted effect of over 45% in size
#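 H1299 (p53-null), stable ts p53-A138V + BP100-Luc; 1000 cells/well, Opti-MEM/10% FBS; cpd 4 pt, 1:5; 24 h, 37 deg C, 5% CO2; detection reagent 10 min RT; luminescence.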
# FLuc counter: counter-screen for miR-21 project: firefly luciferase inhibitors or activators; AID 588342; P08659; purified FLuc, Km substrates, luminescence inhibition; Potency, µM (top dose mostly 57.5 µM), for the others: top-dose activity change, negative = inhibition, most hits filed as inhibitors; 360,000 tested, 6.9% active;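 note: potency is the fitted concentration of half-maximal effect; plate controls were vehicle for no effect and reference inhibitor for full effect; nearly all actives have a fitted effect of over 55% in size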
# Target sequence (P08659 whole entry, looked up): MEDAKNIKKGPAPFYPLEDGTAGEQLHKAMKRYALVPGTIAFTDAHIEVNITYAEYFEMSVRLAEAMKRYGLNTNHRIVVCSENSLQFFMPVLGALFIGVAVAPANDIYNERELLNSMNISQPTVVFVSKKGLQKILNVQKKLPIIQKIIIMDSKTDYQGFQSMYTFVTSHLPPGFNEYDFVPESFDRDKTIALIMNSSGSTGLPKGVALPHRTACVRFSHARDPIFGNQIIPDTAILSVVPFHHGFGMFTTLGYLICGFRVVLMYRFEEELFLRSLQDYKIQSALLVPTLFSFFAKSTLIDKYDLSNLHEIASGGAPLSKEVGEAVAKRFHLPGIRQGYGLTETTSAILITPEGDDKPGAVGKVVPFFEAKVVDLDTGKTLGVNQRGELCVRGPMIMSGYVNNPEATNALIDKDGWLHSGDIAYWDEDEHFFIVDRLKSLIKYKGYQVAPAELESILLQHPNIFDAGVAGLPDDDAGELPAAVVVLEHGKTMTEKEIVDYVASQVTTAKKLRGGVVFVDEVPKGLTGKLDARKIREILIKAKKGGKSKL
#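 Biochemical qHTS of compounds, final roughly 60 µM downward over six points, against 10 nM purified firefly luciferase using Km concentrations of substrates (10 uM D-luciferin, 10 uM ATP) in Tris acetate pH 7.5 buffer; luminescence output.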
# ELG1 genotoxic: inducers of genotoxicity in HEK293T ELG1-luciferase cells | Potency, µM (top dose mostly 46 µM), for the others: at the highest dose activity change, positive = activation, actives largely listed as activators | 330,000 tested, 1.3% active | HEK293T ELG1-luciferase reporter, luminescence, 16 h; note: potency is the fitted concentration of half-maximal effect; % of control where 0% means no effect; nearly all actives have a fitted effect of over 60% in size
#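 After overnight (16 hr) compound treatment at 37 °C, ELG1-luciferase HEK293T cells were lysed with ONE-Glo; luminescence quantified 30 min later at room temperature.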
# NPC1 promoter act: activates the NPC1 promoter; Huh7 NPC1 promoter luciferase reporter, 24 h; Potency, µM (top dose mostly 9.22 µM), without a hit: top-dose activation, actives largely listed as activators; 320,000 tested, 2.4% active; AID 485313;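 note: potency is the fitted concentration of half-maximal effect; % of control where 0% means no effect; nearly all actives have a fitted effect of over 60% in size; reporter is driven by a mutant NPC1 promoter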
#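 Compounds in DMSO were transferred onto Huh7 NPC1-luciferase reporter cells pre-incubated 2 h; after 24 h at 37 °C, Amplite reagent was dispensed and luminescence recorded 10 min later.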
# Menin-MLL TR inh: menin-MLL binding inhibition, Texas Red mutant peptide. O00255. Menin + Texas Red MLL mutant peptide, fluorescence polarization. Potency, µM (top dose mostly 61.6 µM), for the others: at the highest dose FP activity change, negative = inhibition, hits mostly inhibitors. 270,000 tested, 0.23% active; active = well fitted inhibition curve with a large enough effect in the polarisation, with a control signal flat, not every such curve was filed as active; inconclusive = small, poorly fitted or top-dose-only effect, or effect the other way, or a change in a side signal; inactive = no such curve, though single readings can be large or run the other way; the % refers to the polarisation; note: potency is the fitted concentration of half-maximal effect; % of control where 0% means no effect; many of its hits are not listed in these tables
# BRCA1 expr up: BRCA1 expression activation | Potency, µM (doses to about 46.1 µM), without a hit: top-dose activation, usual class: activators | MCF7-BRCA1-FFLuc reporter, luminescence, 48 h; response scale: scaled: vehicle 0%, 10 µM genistein 100% | 380,000 tested, 1.1% active | AID 624202; note: potency is the fitted concentration of half-maximal effect; nearly all actives have a fitted effect of over 80% in size; some results filed as inactive show a strong effect at the top dose
#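 Reporter cells (MCF7, BRCA1 promoter-firefly luciferase) received library compounds across a concentration series for 48 h. End-point luminescence was measured and concentration-effect curves derived after normalization.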
# RORg inh: ROR gamma (mouse) transcription inhibition | P51450 | Drosophila S2 Gal4-RORgamma UAS-luciferase reporter, 20 h | Potency, µM (doses to about 53.6 µM), inactives show at the top dose activity change, negative = inhibition, most hits filed as inhibitors | 310,000 tested, 5.4% active | AID 2551; note: potency is the fitted concentration of half-maximal effect; % is set by controls: 0 for no effect and ±100 for the full control effect; nearly all actives have a fitted effect of over 60% in size
# Target sequence (P51450 whole entry, looked up, the tested form may be a part): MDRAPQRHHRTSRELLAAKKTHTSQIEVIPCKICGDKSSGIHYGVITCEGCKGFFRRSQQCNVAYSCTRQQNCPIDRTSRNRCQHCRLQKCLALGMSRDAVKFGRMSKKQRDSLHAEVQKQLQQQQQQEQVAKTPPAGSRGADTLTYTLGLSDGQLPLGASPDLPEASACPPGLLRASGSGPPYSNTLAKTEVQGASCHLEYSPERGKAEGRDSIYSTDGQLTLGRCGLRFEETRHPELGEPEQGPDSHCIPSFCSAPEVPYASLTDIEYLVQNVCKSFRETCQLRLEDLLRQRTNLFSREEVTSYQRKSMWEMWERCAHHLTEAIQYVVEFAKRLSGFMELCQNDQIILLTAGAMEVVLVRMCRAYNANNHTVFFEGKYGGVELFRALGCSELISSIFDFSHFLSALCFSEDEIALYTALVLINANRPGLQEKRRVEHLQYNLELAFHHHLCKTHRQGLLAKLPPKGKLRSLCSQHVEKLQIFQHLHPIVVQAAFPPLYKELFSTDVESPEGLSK
#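 In this cell-based reporter format, copper sulfate (700 uM final) drives Gal4–ROR gamma fusion expression from a metallothionein promoter in Drosophila Schneider cells; compounds preincubated 1 hr, reporter read after 20 hr at ambient temperature.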
# PKM2 activator: PKM2 (human) enzyme activation | P14618 | purified PKM2, Kinase-Glo ATP luminescence, activation; response scale: 0% is enzyme alone, no compound | Potency, µM (top dose mostly 57.5 µM), for the others: at the highest dose activation, actives largely listed as activators | 260,000 tested, 0.34% active | AID 1631; note: potency is the fitted concentration of half-maximal effect; % is set by controls: 0 for no effect and ±100 for the full control effect; nearly all actives have a fitted effect of over 55% in size
#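 Kinase-Glo luminescence reports ATP generated from ADP (0.1 mM) and PEP (0.5 mM) by purified hPK-M2 after 1 h at room temperature, pH 7.2 imidazole buffer; intermediate enzyme activity allows detecting inhibitors and activators.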
# Rab9 promoter act: activates the Rab9 promoter; Huh7 Rab9 promoter-luciferase reporter, luminescence, 24 h; Potency, µM (top dose mostly 9.22 µM), for inactives: at the highest dose activation, negative = inhibition, usual class: activators; 320,000 tested, 2.8% active; AID 485297; note: potency is the fitted concentration of half-maximal effect; % of control where 0% means no effect; nearly all actives have a fitted effect of over 60% in size
#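 Promoter activation is measured as luciferase luminescence in Huh7 cells stably transfected with a Rab9 promoter–luciferase construct, following 24 h compound exposure at 37 °C and 10 min reagent incubation at ambient temperature.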
# * = called active by the depositor; ? = inconclusive; . = not tested or not shown; & = joins results of further samples; [ ] = remark or other dose. Unless noted, calls come from the whole dose curve; as a rule, active = well fitted curve in the direction sought with a large enough effect; inconclusive = small, poorly fitted or top-dose-only effect, or another doubt; inactive = no such curve, though single readings can be large; an effect the other way counts as inactive or inconclusive. Only part of the results is shown; count on the stated rates, not on these rows.
Structure,Giardia killer,VP16 counter,p53 reactivator,FLuc counter,ELG1 genotoxic,NPC1 promoter act,Menin-MLL TR inh,BRCA1 expr up,RORg inh,PKM2 activator,Rab9 promoter act
Cc1noc(C)c1CSc1nnc2ccc3ccccc3n12,16,0%,-2%,1%,-17%,-2%,-10%,2%,-35%,-7%,-15%
O=C1CC(NCCN2CCOCC2)C(=O)N1Cc1ccc(N2CCCC2=O)cc1 (configuration not stated),31[activator],5%,0%,0%,2%,-2%,-5%,10%,1%,-4%,-2%
O=C(COc1cccc2ccccc12)N/N=C/c1ccccc1OCc1ccc(C(=O)O)cc1,-13,-6%,-2%,?,-17%,-2%,?,-13%,?,-7%,0%
COc1ccc(NC(=O)C2CCN(S(=O)(=O)c3ccc(C)cc3)CC2)cc1OC,18,3%,-2%,0%,-3%,-2%,14%,-8%,3%,1%,17%
CC1CC(=O)N(CC(=O)NCc2ccco2)c2ccccc2S1 (configuration not stated),4,1%,4%,-1%,3%,0%,0%,-26%,1%,5%,0%
O=S(=O)(c1ccccc1)N1CC=C(c2ccccc2)CC1,12,-18%,0%,-7%,-1%,2%,20%,7%,14%,?,-6%
COc1ccc2[nH]c3c(c2c1)[C@@H]1CCN2C(=O)CCC[C@H](C3)[C@H]12,-11,-3%,2%,-3%,9%,0%,-30%,2%,-6%,6%,5%
Cc1cccc(NC(=O)NCc2ccc3c(c2)OCO3)c1,.,?,10%,?,?,?,16%,.,?,-3%,?
CC(=O)Nc1ccc(NC(=O)C(C)OC(=O)c2ccc(OCc3c(C)noc3C)cc2)cc1 (configuration not stated),3,14%,-6%,-1%,?,1%,.,-23%,-15%,-2%,-6%
CCOC(=O)c1sc(NC(=O)CSc2nc3c(c(=O)n2-c2ccccc2)SCC3)c(C(=O)OCC)c1C,.,2%,-3%,3%,-1%,-6%,-6%,.,-15%,0%,-3%

# Exported with two lines to a compound: part of the list above.
# Under each structure: Giardia killer, VP16 counter, p53 reactivator, FLuc counter, ELG1 genotoxic, NPC1 promoter act, Menin-MLL TR inh, BRCA1 expr up, RORg inh, PKM2 activator, Rab9 promoter act
> Cc1noc(C)c1CSc1nnc2ccc3ccccc3n12
→ 16, 0%, -2%, 1%, -17%, -2%, -10%, 2%, -35%, -7%, -15%
> O=C1CC(NCCN2CCOCC2)C(=O)N1Cc1ccc(N2CCCC2=O)cc1 (configuration not stated)
→ 31[activator], 5%, 0%, 0%, 2%, -2%, -5%, 10%, 1%, -4%, -2%
> O=C(COc1cccc2ccccc12)N/N=C/c1ccccc1OCc1ccc(C(=O)O)cc1
→ -13, -6%, -2%, ?, -17%, -2%, ?, -13%, ?, -7%, 0%
> COc1ccc(NC(=O)C2CCN(S(=O)(=O)c3ccc(C)cc3)CC2)cc1OC
→ 18, 3%, -2%, 0%, -3%, -2%, 14%, -8%, 3%, 1%, 17%
> CC1CC(=O)N(CC(=O)NCc2ccco2)c2ccccc2S1 (configuration not stated)
→ 4, 1%, 4%, -1%, 3%, 0%, 0%, -26%, 1%, 5%, 0%
> O=S(=O)(c1ccccc1)N1CC=C(c2ccccc2)CC1
→ 12, -18%, 0%, -7%, -1%, 2%, 20%, 7%, 14%, ?, -6%
> COc1ccc2[nH]c3c(c2c1)[C@@H]1CCN2C(=O)CCC[C@H](C3)[C@H]12
→ -11, -3%, 2%, -3%, 9%, 0%, -30%, 2%, -6%, 6%, 5%

# (cont.)
Structure,Giardia killer,VP16 counter,p53 reactivator,FLuc counter,ELG1 genotoxic,NPC1 promoter act,Menin-MLL TR inh,BRCA1 expr up,RORg inh,PKM2 activator,Rab9 promoter act
CCOC(=O)C=C(C(=O)OCC)C(=O)OCC,-3,4%,-3%,?,1%,-8%,14%,10%,-27%,3%,-10%
CCn1c(SCC(=O)Nc2ccc(C(C)=O)cc2)nc2nc3c(cc2c1=O)COC(C)(C)C3,-20,20%,12%,-17%,?,19%,.,80%,1%,-3%,?
CC(=O)Nc1ccc(S(=O)(=O)Nc2ccc(F)c([N+](=O)[O-])c2)cc1,14,-3%,-1%,-3%,0%,1%,18%,-11%,?,-2%,0%
CC(=O)Nc1ccc(Nc2c3c4c(cccc4n(C)c2=O)C(=O)c2ccccc2-3)cc1,44[activator],-4%,-3%,-8%,4%,-12%,-9%,-66%,6%,3%,-3%
COc1ccc(CC(=O)NCC2CCCN(Cc3ccc(OC)cc3F)C2)cc1 (configuration not stated),1,0%,4%,0%,-4%,0%,0%,10%,-21%,1%,4%
CCc1nn(CC(=O)N2CC(C)CC(C)C2)c(=O)c2cccn12 (configuration not stated),5,4%,7%,5%,0%,-1%,7%,12%,-14%,8%[0.46 µM],-1%
O=C(c1ccccc1)c1ncc(C(F)(F)F)cc1Cl,11,2%,3%,0%,-5%,2%,2%,2%,26%,-6%,-5%
O=C(Cc1ccc(Cl)cc1)c1c[nH]c(C(=O)NCCCn2ccnc2)c1,-10,-11%,2%,2%,0%,-4%,-6%,-13%,3%,8%,-2%
Cc1cccc(C2c3[nH]c4ccccc4c3CCN2C(=O)CN2CCOC2=O)n1 (configuration not stated),-5,2%,-1%,-1%,3%,-2%,2%,-1%,11%,-1%,-8%
Cc1nn(CC(=O)NCCc2ccc(Cl)cc2)c(=O)c2cccn12,33[activator],1%,4%,3%,-1%[9.26 µM],0%,9%,4%,16%,.,2%
O=C(/C=C/c1cnc2ccccc2n1)NC1CCCCCC1,-1,0%,?,13µM*,?,3.5µM*,8%,?,7%,-5%,3.2µM*
CCn1c(SCCC(C)C)nnc1-c1c[nH]c2ccccc12,7,-3%,9%,?,-14%,-1%,?,-11%,?,-10%,-2%
Cc1cccc(NC(=S)NCCc2c[nH]c3ccccc23)c1,-1,1µM*,4%,-7%,3%,6%,9%,7%,2.5µM*,5%,-11%
C=CCN(C)CCCNC(=O)/C=N/O,.,-11%,-9%,0%,0%,-4%,-13%,.,2%,8%,-3%
COc1ccc(OCCCC(=O)ON=C(N)c2ccccc2Cl)cc1,-14,.,9%,-6%,-1%,-1%,.,8%,.,.,-8%
CCOc1ccc(C(=O)CSCCC(=O)O)cc1,-17,0.32µM*,0%,6µM*,16%,-4%,-10%,-29%,0.28µM*,1%,-3%
CCOC(=O)N1CCN(c2c(N3CCN(c4ccc(OC)cc4)CC3)c(=O)c2=O)CC1,17,-6%,-5%,-1%,3%,1%,0%,-8%,?,0%,5%
O=C(CSc1nc2scc(-c3ccco3)c2c(=O)n1-c1ccccc1)N1CCOCC1,-11&6,-12%,-3%,0%,-1%,-4%,-13%,7%&-29%,?,13%,-2%
COc1ccc(CC(=O)NC(C)c2ccc3ccccc3c2)cc1 (configuration not stated),-15,5%,.,-5%,0%,0%,-5%,1%,11%,2%,3%
C/C(=N\OCC(=O)Nn1c(=O)[nH]c2ccccc2c1=O)c1ccccc1,17,?,-5%,-1%,-2%,1%,3%,-13%,-4%,-18%,-4%
Cc1noc(C)c1CSCC(=O)N(C)CC(=O)Nc1ccccc1Br,-3,.,5%,2%,0%,-3%,.,-2%,.,.,-6%
N#CCCCCn1c(-c2cncs2)nc2ccccc21,40[activator],7%,-4%,-17%,0%,11%,-6%,8%,-23%,-17%,3%
C=CCN1C(=O)C2C(C(=O)NCc3ccccc3)C3(C)C=CC2(O3)C1C(=O)NC(C)(C)C (configuration not stated),12,3%,5%,3%,3%,-7%,-15%,4%,-6%,-3%,13%
Cc1cc(C)cc(-n2nnnc2-c2cn(C)nc2C(F)(F)F)c1,-17,13%,-7%,5%,0%,-2%,5%,-15%,-14%,2%,-2%
CCC1CCCCN1CCCNC(=O)c1ccc(CS(=O)(=O)c2ccccc2OC)o1 (configuration not stated),7,0%,19%,-2%,0%,-6%,-1%,0%,-5%,.,-3%
COc1ccc(C(=O)Nn2cnnc2)cc1,9,-1%,8%,-1%,9%,-2%,-1%,1%,-3%,-11%,-3%
CCOC(=O)Cc1csc(/N=C/c2c(O)n(-c3ccccc3C(F)(F)F)c(=O)c3ccccc23)n1,4,4%,-8%,11µM*,-6%,-2%,-1%,-16%,-12%,6%,-2%
FC(F)(F)c1cccc(OCC2CNC(=S)O2)c1 (configuration not stated),2,1%,0%,4%,-5%,-2%,2%,2%,-10%,6%,-3%
Cc1cc(C)n(-c2nc3ccccc3nc2N2CCC(C)CC2)n1,4,?,0%,7%,2%,-5%,-12%,-30%,?,0%,-6%
